STK33 inh – inhibitors of purified STK33 kinase, primary screen, biochemical, ADP-Glo luminescence, homogeneous, cell-free; MBP phosphorylation; inhibition, % at 10 µM; 320,000 tested, 0.073% active; AID 2661, 2010;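 active = inhibition at or above 25%, using the most active replicate where run in duplicate; inactive = inhibition below 25%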
Target sequence (Q9BYT3 whole entry, looked up): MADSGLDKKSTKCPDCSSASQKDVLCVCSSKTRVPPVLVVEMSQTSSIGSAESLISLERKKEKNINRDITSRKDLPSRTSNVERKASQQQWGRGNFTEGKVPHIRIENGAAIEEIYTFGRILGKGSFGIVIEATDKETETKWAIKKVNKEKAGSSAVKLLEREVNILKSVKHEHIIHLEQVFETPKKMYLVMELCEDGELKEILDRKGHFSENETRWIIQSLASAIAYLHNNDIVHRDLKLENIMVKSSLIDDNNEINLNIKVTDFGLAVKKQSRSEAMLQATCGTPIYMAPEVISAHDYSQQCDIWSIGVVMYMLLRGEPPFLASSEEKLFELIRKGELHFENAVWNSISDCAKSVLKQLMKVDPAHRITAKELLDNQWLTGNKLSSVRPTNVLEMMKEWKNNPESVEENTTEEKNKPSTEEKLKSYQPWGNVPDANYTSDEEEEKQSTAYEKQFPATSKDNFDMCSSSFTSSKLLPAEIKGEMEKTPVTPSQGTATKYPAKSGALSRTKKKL
Kir21 inh – inhibitors of mouse Kir2.1 inward-rectifier potassium channel | AID 1672, 2009 | Inward rectifier potassium channel 2 (Mus musculus), P35561 | B-score at 10 µM | HEK293-Kir2.1, FluxOR thallium flux fluorescence; active compounds read low | 310,000 tested, 0.85% active;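 active = fluorescence ratio B-score at or below minus 3 SD of library scores, with starting-brightness B-score within 2 SD, cut at about -4.2 in these data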;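 also: channel flux triggered by added potassium and thallium sulfate stimulus; B-score of peak minus minimum fluorescence over baseline after thallium stimulus; more negative B-score means stronger Kir2.1 block with less thallium influx; some compounds called inactive have numbers as strong as hits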
Target sequence (P35561 whole entry, looked up): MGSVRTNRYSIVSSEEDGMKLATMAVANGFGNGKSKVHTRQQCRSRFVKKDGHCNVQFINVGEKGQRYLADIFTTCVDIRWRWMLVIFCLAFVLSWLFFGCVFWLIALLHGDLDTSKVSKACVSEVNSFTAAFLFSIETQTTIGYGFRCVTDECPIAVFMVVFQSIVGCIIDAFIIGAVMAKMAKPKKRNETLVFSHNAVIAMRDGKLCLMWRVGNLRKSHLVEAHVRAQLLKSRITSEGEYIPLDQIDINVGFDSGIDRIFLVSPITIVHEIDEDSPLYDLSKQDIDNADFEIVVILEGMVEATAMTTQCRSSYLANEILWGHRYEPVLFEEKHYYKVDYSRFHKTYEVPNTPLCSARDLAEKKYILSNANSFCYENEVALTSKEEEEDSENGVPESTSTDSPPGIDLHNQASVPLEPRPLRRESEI
Starred values were filed as active, the others as inactive; . = no result given. No enrichment for hits; about 0.84% have a hit in one of these screens.

Kir21 inh | STK33 inh | SMILES
0.07 | -0.6 | CCn1c(NCCc2ccc(OC)c(OC)c2)nc2c1c(=O)n(C)c(=O)n2C
0.27 | -0.6 | COc1ccc(Br)cc1C(=O)Nc1nnn(C)n1
2.34 | 0.3 | CCCCCSc1nnc(N)s1
-0.07 | -1.4 | COc1ccccc1N1CCN(C(=O)C2CCN(S(=O)(=O)c3ccc4c(c3)CC(C)N4C(=O)C3CC3)CC2)CC1 (stereo not given)
0.96 | 0.2 | O=C(CSc1nc(-c2ccccc2)cc(C(F)(F)F)n1)c1cccc([N+](=O)[O-])c1
1.07 | . | C=CCn1c(=S)[nH]c2sc3c(c2c1=O)CCC3
-0.26 | 0.1 | CC(=O)Nc1ccc(NC(=O)CSc2nnc(CC(C)O)n2-c2ccccc2)cc1 (stereo not given)
0.18 | -3.1 | O=C(CN1C(=O)/C(=C/c2ccccc2)SC1=S)NNC(=O)c1ccccc1O
3.19 | -0.8 | COc1ccccc1C(=O)N/C(=C/c1ccc(Br)cc1)C(=O)N1CCCC1
0.72 | 0.2 | CC(C)CCNC(=O)C12CN(Cc3ccccc3)CC1C(c1cccc([N+](=O)[O-])c1)=NO2 (stereo not given)
-0.38 | 3.4 | COC(=O)c1ccccc1NC(=O)C/C(C)=N/NC(=O)Cc1ccc(Cl)cc1
1.56 | -0.4 | O=C(Nc1cccc(Cl)c1N1CCOCC1)c1cccs1

Another view of part of the listing above:
mol: C=CCn1c(=S)[nH]c2sc3c(c2c1=O)CCC3
  Kir21 inh = 1.07 | STK33 inh = .
mol: CC(=O)Nc1ccc(NC(=O)CSc2nnc(CC(C)O)n2-c2ccccc2)cc1 (stereo not given)
  Kir21 inh = -0.26 | STK33 inh = 0.1
mol: O=C(CN1C(=O)/C(=C/c2ccccc2)SC1=S)NNC(=O)c1ccccc1O
  Kir21 inh = 0.18 | STK33 inh = -3.1

(further entries)
Kir21 inh | STK33 inh | SMILES
1.99 | -1.5 | Cc1cccc(C)c1NC(=O)CSc1nc(-c2ccco2)cc(C(F)(F)F)n1
0.63 | 8.2 | CCc1ccc(NC(=O)C(CC)c2ccccc2)cc1 (stereo not given)
-0.24 | -1.2 | CCOC(=O)C1CCN(C(=S)Nc2ccc(C)cc2)CC1
-0.85 | -0.7 | COc1ccc(C(=O)NC(=S)N2CCNC(=O)C2CC(=O)OC(C)C)cc1 (stereo not given)
1.55 | -2.2 | CCCC(=Nc1ccccc1)C1=C(O)C(C(=O)OC)C(C)(C)CC1=O (stereo not given)
2.27 | -0.8 | COc1cc(C(=O)N2CCC(NC(=O)C(Cc3ccccc3)NC(C)=O)CC2)cc(OC)c1OC (stereo not given)
-3.58 | -3.6 | O=C(Nc1c[nH]c(=O)[nH]c1=O)c1ccc([N+](=O)[O-])cc1
0.37 | -0.6 | O=C(Cc1c(O)c2ccccc2[nH]c1=O)N(Cc1ccccc1)Cc1ccccc1
. | -0.2 | OCC[C@H]1C[C@H](O)[C@@H](O)[C@]2(CCCc3ccccc3O2)O1
-0.81 | -1.6 | COc1ccc(NS(=O)(=O)c2cc(NC(=O)CC3CCCC3)ccc2N2CCOCC2)cc1
-1.71 | -0.7 | O=C(NC1CCS(=O)(=O)C1)c1cccc(S(=O)(=O)N2CCCCCC2)c1 (stereo not given)
-0.13 | 0.2 | CCOC(=O)N1c2ccccc2C=CC1OCC (stereo not given)

Random excerpt: 3 compounds from above.
Kir21 inh | STK33 inh | SMILES
-0.38 | 3.4 | COC(=O)c1ccccc1NC(=O)C/C(C)=N/NC(=O)Cc1ccc(Cl)cc1
-0.13 | 0.2 | CCOC(=O)N1c2ccccc2C=CC1OCC (stereo not given)
-0.81 | -1.6 | COc1ccc(NS(=O)(=O)c2cc(NC(=O)CC3CCCC3)ccc2N2CCOCC2)cc1

Other entries
Kir21 inh | STK33 inh | SMILES
-0.65 | -0.7 | COc1ccc(C)cc1NC(=O)C1CCN(C(=O)C2CC(=O)N(c3ccc(C)cc3)C2)CC1 (stereo not given)
0.02 | -0.6 | Cc1c(NC(=O)c2ccc(N3C(=O)C4C5C=CC(C5)C4C3=O)cc2)c(=O)n(-c2ccccc2)n1C (stereo not given)
. | -0.8 | COc1cc(/C=C2\C(=O)N(c3ccccc3)N=C2C)ccc1Oc1ccc([N+](=O)[O-])cc1[N+](=O)[O-]
1.1 | 0.8 | C[C@@H]1CC=C[C@H]2[C@H]1C(=O)N(Cc1ccccc1)[C@H]2c1ccc(C(F)(F)F)cc1
1.02 | . | COc1ccccc1OCC(=O)Nc1cccc(S(=O)(=O)NC2=NCCCCC2)c1
-1 | -1.7 | CCn1c(-c2ccccc2Cl)nn(CC(=O)Nc2ccccc2C)c1=S
-0.52 | -1.0 | COc1ccc(N(CC(=O)NCCc2ccc(S(N)(=O)=O)cc2)S(=O)(=O)c2c(C)noc2C)cc1
1.66 | -1.3 | COc1ccc(C2(C(=O)Nc3nncs3)CCCC2)cc1
-2.44 | -0.8 | C=CCn1c(COc2ccccc2)nnc1SCC(=O)C(C)(C)C
1.2 | -0.8 | Cc1cc(NC(=O)CSc2ccnc(=O)[nH]2)no1
-1.46 | -0.7 | COc1ccccc1CN(C(=O)CNC(=O)c1ccco1)C(C(=O)NCC1CCCO1)c1ccccc1 (stereo not given)
0.46 | -0.4 | Cc1c(C(c2ccccc2Br)c2c(C)n(C)n(-c3ccccc3)c2=O)c(=O)n(-c2ccccc2)n1C
0.47 | -0.4 | COc1cc(Br)cc2cc(C(=O)N3CCOCC3)c(=O)oc12
-2.54 | 2.0 | Cc1ccc(OCC(=O)Nc2ccc(S(=O)(=O)Nc3cc(C)nc(C)n3)cc2)cc1
0 | -0.1 | Cc1ccc(Nc2nc(C(=O)NCC3CCCO3)cs2)cc1 (stereo not given)
-0.15 | 0.6 | c1csc(-c2nc(N3CCOCC3)c3ccccc3n2)c1
1.1 | -1.6 | CCN(CC)c1ccc(/C=N/NS(=O)(=O)c2ccc(CNC(C)=O)cc2)cc1
0.17 | 0.1 | O=C(NCCCn1ccnc1)c1cc([N+](=O)[O-])cc([N+](=O)[O-])c1
. | -0.4 | COc1ccc(C(=O)c2c3ccccc3[n+]([O-])n2Cc2ccc(C(N)=O)cc2)cc1
-0.01 | -1.2 | CCOc1ccccc1NC(=O)c1nnn(CC(=O)Nc2cc(C)cc(C)c2)c1N
1.4 | -1.5 | Cc1cc(C(=O)Oc2ccccc2C(=O)O)c(C)o1
1.07 | 0.8 | CCn1cc(C(=O)NCC(C)C)c(=O)c2cc(F)c(N3CCN(C)CC3)cc21
1.4 | -1.3 | CCOc1ccc(-c2nnc(NC3=NCCCCC3)o2)cc1
. | -1.2 | CC(=O)NCc1ccc(C(=O)COC(=O)COc2ccc(Cl)c(C)c2)s1

Single entries from the entries so far.
COc1ccc(C(=O)c2c3ccccc3[n+]([O-])n2Cc2ccc(C(N)=O)cc2)cc1 – STK33 inh = -0.4
CCn1cc(C(=O)NCC(C)C)c(=O)c2cc(F)c(N3CCN(C)CC3)cc21 – Kir21 inh = 1.07

Next structures:
Kir21 inh | STK33 inh | SMILES
-1.02 | -0.3 | CC(=O)Nc1ccc(S(=O)(=O)N2CC(=O)NC(=O)C2)cc1
-0.02 | 0.8 | CCCCN(CC)S(=O)(=O)c1ccc(C(=O)Nc2nnc(CSC)o2)cc1
0.96 | -2.3 | CCOc1nc(SC(C(C)=O)C(=O)Nc2ccccc2)nc(N(C)C)n1 (stereo not given)
1.17 | 0.0 | CC(C(=O)NCc1ccccc1)N1C(=O)C2CC=C(Cl)CC2C1=O (stereo not given)
2.18 | -0.4 | CC(NC(=O)Cc1ccccc1)c1cc2c(cc1Br)OCCCO2 (stereo not given)
-1.75 | -1.5 | Nn1c(SCc2ccccc2)nnc1C1CCCCC1
-0.3 | -0.2 | CC1(C)Cc2c(cnn2-c2ccc(F)cc2)C(NC(=O)c2ccc(=O)oc2)C1 (stereo not given)
0.21 | -0.2 | COc1ccc(Nc2nc(N)nc(CSc3nnc(C)s3)n2)cc1
0.68 | 0.4 | O=C(NC1CC1)C1CCN(C2CCN(C(=O)c3c(F)cccc3Cl)CC2)CC1
0.27 | -1.5 | CC1=C(C(=O)OCc2ccccc2)C(c2ccccc2)NC(=O)N1CCCC(=O)O (stereo not given)
-0.06 | -1.6 | FC(F)Sc1ccc(-n2cc(-c3ccc(Cl)cc3)[n+]3c2CCC3)cc1
-1.93 | -3.6 | COc1cc2c(cc1OC)C(C)N(C(=O)c1sc(-c3cnccn3)nc1C)CC2 (stereo not given)
0.72 | 0.5 | COC(=O)CCC(=O)OC1(C)C(=O)C=C2C=C(C3CC3)N(Cc3ccc4c(c3)OCO4)C=C2C1=O (stereo not given)
3.32 | 0.6 | C/C(CC(=O)Nc1ccc2c(c1)OCCO2)=N\NC(=O)COc1ccccc1
0.24 | 0.4 | OCC#Cc1ncc(C(F)(F)F)cc1Cl
0.68 | -3.1 | CC(C)[C@@H](CSc1ccccc1)N1CCN(Cc2ccccc2)CCC1=O
-0.02 | -1.2 | CC(Oc1cc2oc(=O)c3c(c2cc1Cl)CCC3)C(=O)NCC1CCC(C(=O)O)CC1 (stereo not given)
0.04 | -0.9 | CO/N=C(/CNC(=O)c1ccc(F)cc1)c1ccc(Cl)cc1
. | -1.5 | CC(=O)N1CCN(S(=O)(=O)c2cccc(C(=O)NCc3ccc(F)cc3)c2)CC1
0.3 | -0.5 | CC1N(O)C(C)(C)C(c2ccccc2)=[N+]1[O-] (stereo not given)
-0.05 | -2.4 | COc1ccc(N/C=C(\C#N)S(=O)(=O)c2ccc(Cl)cc2)c(OC)c1
0.96 | -0.9 | O=C(CSc1ncn[nH]1)NC1CC2CCC1C2 (stereo not given)
1.18 | -0.8 | COc1ccc(C(=O)C23CC4CC(C2)CC(C(=O)c2ccc(OC)cc2)(C4)C3)cc1
0.1 | -0.6 | Cc1snc(SCc2cccc(Cl)c2)c1C#N
-0.18 | 0.6 | c1cncc(-c2nc(N3CCCCCC3)c3ccccc3n2)c1
0.27 | -0.6 | O=S(=O)(Nc1ncccn1)c1ccccc1
0.24 | -0.5 | O=S(=O)(Nc1ccccc1Cl)c1ccc2[nH]c(=S)oc2c1
3.44 | -0.8 | Cc1cccc(NC(=S)N(Cc2cccs2)Cc2cc3cc(C)cc(C)c3[nH]c2=O)c1
0.67 | -2.3 | CN(C)S(=O)(=O)c1cccn1-c1ncc(C(F)(F)F)cc1Cl
-0.05 | 0.1 | O=C(Cc1c(F)cccc1Cl)N/N=C/c1cccnc1
-0.97 | -1.1 | NNc1nc(Nc2ccc([N+](=O)[O-])cc2)nc(N2CCCCCC2)n1
0.03 | 0.5 | CCN1CCN(C(=O)c2ccc3nc(-c4ccccc4)c(-c4ccccc4)nc3c2)CC1
. | 0.6 | CCCCn1c(N)c(N(CCOC)C(=O)COC(=O)CCOc2ccc(C)cc2)c(=O)[nH]c1=O
-0.73 | -0.1 | CC(=O)C1=C(C)OC2(O)c3ccccc3C(=O)C12O (stereo not given)
1.44 | -1.2 | COc1cccc(CNC(=O)CC(NC(=O)c2ccccc2)c2ccccc2)c1 (stereo not given)
-0.65 | -0.2 | CS(=O)(=O)N(CC(=O)N1CCOCC1)Cc1ccccc1
-0.36 | -2.0 | CC(=O)N=C1SC2CS(=O)(=O)CC2N1Cc1ccc(C)cc1 (stereo not given)
-0.86 | -0.3 | CCOc1ccccc1NC(=O)c1cccc2ccccc12
-0.05 | -3.1 | Cc1nn(-c2ccccc2)c(N2CCCC2)c1/C=N/NC(=S)Nc1ccccc1F
0.51 | -1.6 | CCOc1cc2c3c(c1)C1(C(=O)N3C(C)(C)CC2C)C(C#N)=C(N)N2C(=C1C#N)Nc1ccccc12 (stereo not given)
. | -0.4 | COc1cc(NC(=O)CN2CCN(S(=O)(=O)c3ccc(C(C)C)cc3)CC2)cc(OC)c1
1.47 | -2.1 | CC1=CC(C)C(CN(CCC[N+](C)(C)C)C(=O)Nc2ccccc2)C(C)C1 (stereo not given)
. | 0.0 | O=C(CCC(=O)c1cccs1)OCC(=O)c1ccc(F)cc1
-1.4 | -0.4 | CC(O)CNc1nc2ccccc2n1CC(=O)NCCc1ccc(Cl)cc1 (stereo not given)
2.02 | 0.0 | CCc1ccc(C(=O)NC(CCSC)C(=O)OC)cc1 (stereo not given)
1.86 | -0.3 | Cc1cccc(C)c1OCC(=O)Nc1nnc(C2CCCO2)s1 (stereo not given)
0.47 | -1.4 | Cc1nc2ccccc2n1S(=O)(=O)c1ccc(Br)cc1
0.17 | -3.8 | Cc1ccc(/C=N/NC(=O)C2=NNC(c3ccccc3)(c3ccccc3)C2)c(O)c1
-1.89 | -0.5 | COC(=O)c1sc(NC(=O)c2ccco2)nc1C
0 | 0.8 | Cc1ccc(Nc2nnc(C)c(=O)[nH]2)cc1
-0.79 | 0.0 | CCOC(=O)c1cccc(NC(=O)c2c(N)n(C)c(=O)[nH]c2=O)c1
-0.65 | -1.0 | O=C(Nc1cc(Cl)ccc1-n1cncn1)c1cncc(Br)c1
0.4 | 0.8 | C=CCc1cccc2cc(C(=O)Nc3ccc(F)cc3)c(=O)oc12
. | -0.4 | Cc1ccc(OCCC(=O)OCC(=O)c2ccc3c(c2)NC(=O)CO3)cc1
-0.97 | -0.8 | CCOc1ccccc1CN1CCN(C2CCSCC2)CC1CCO (stereo not given)
2.01 | 0.1 | CC(Sc1nnnn1C)C(=O)Nc1ccc(N2CCOCC2)cc1 (stereo not given)
1.26 | -0.4 | COc1ccc(OC)c(NC(=O)CC2C(=O)NCCN2C(=O)c2ccccc2)c1 (stereo not given)
-1.12 | 0.5 | COc1ccc(OCC(O)CN(C2CCCCC2)C2CCCCC2)cc1 (stereo not given)
. | 0.5 | O=C(COC(=O)c1ccccc1OCc1ccc(F)cc1)NCC1CCCO1 (stereo not given)

Screens as filed in PubChem.
